High-throughput results: PubChem, National Center for Advancing Translational Sciences (NCATS)
BAZ2B inh: inhibitors of human BAZ2B bromodomain; Potency, µM (doses to about 114 µM), for the others: at the top dose activity change, negative = inhibition, most hits filed as inhibitors; AlphaScreen BAZ2B-H3K14Ac peptide displacement; 360,000 compounds, 4.4% hits; Q9UIF8; further: potency means the concentration at half of the fitted maximal effect; on the % scale 0 is the no-effect control and ±100 the full control effect; nearly all actives have a fitted effect of over 60% in size
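BAZ2B 50 nM plus b-H3(5-23)K14Ac 50 nM, PBS pH 7.4/0.01% Tween-20, 30 min RT; compound added (max 110 uM), 30 min RT; streptavidin donor/Ni-chelate acceptor beads 10 ug/mL final, 20 min dark; AlphaScreen read.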
POLH inh: blocks human DNA polymerase eta activity. Q9Y253. recombinant Pol eta, fluorescent DNA replication assay. Potency, µM (titrated, usually from 114 µM), for the others: top-dose activity change, negative = inhibition, hits mostly inhibitors. 390,000 compounds, 1.2% hits; further: potency means the concentration at half of the fitted maximal effect; on the % scale 0 is the no-effect control and ±100 the full control effect
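Pol eta at 10 nM preincubated with compounds 15 min at room temperature; reaction started with fluorescent substrate (50 nM final) and read kinetically at 0 and 10 min.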
Pin1 inh: blocks the human prolyl isomerase Pin1 | Q13526 | Pin1 FP peptide displacement, HiFluor488, 10 min | Potency, µM (series often up to 115 µM), without a hit: top-dose activity, negative = inhibition, actives largely listed as inhibitors | 390,000 compounds, 0.009% hits | AID 504891; active means well fitted inhibition curve with a large enough effect in the polarisation, with a control signal flat, not every such curve was filed as active; inconclusive means small, poorly fitted or top-dose-only effect, or effect the other way, or a change in a side signal; inactive means no such curve, though single readings can be large or run the other way; the % refers to the polarisation; further: potency means the concentration at half of the fitted maximal effect; on the % scale 0 is the no-effect control and ±100 the full control effect
Target sequence (Q13526 whole entry, looked up): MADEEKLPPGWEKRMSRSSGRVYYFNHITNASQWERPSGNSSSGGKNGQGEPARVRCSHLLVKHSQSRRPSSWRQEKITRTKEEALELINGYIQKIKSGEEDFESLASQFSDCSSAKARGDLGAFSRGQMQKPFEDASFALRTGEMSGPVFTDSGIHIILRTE
GLS inh: glutaminase GLS (human) inhibition; O94925; GLS enzymatic activity, qHTS titration; Potency, µM (doses to about 45.5 µM), inactives show top-dose activity change, negative = inhibition, most hits filed as inhibitors; 410,000 compounds, 0.21% hits; AID 624170; further: potency means the concentration at half of the fitted maximal effect; on the % scale 0 is the no-effect control and ±100 the full control effect
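Enzyme dispensed in phosphate buffer (45 mM, pH 8.2, 0.02% Tween-20), compounds pinned in, then 1 mM L-glutamine solution and the glutamate oxidase–HRP–Amplex Red mix added; fluorescence read immediately and again after 30 min at room temperature.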
JMJD2A Tudor: blocks the human JMJD2A Tudor domain; O75164; AlphaScreen JMJD2A-Tudor / H3K4me3 peptide binding; Potency, µM (highest dose often 114 µM), without a hit: at the top dose activity change, negative = inhibition, usual class: inhibitors; 390,000 compounds, 4.4% hits; AID 504339; further: potency means the concentration at half of the fitted maximal effect; on the % scale 0 is the no-effect control and ±100 the full control effect; nearly all actives have a fitted effect of over 50% in size
PGK inhibitor: blocks T. brucei phosphoglycerate kinase; P07378; PGK/GAPDH coupled, Kinase-Glo luminescence, 60 min; Potency, µM (highest dose often 57.5 µM), inactives show at the highest dose activity change, negative = inhibition, actives largely listed as inhibitors; 380,000 compounds, 0.043% hits; AID 602233; further: potency means the concentration at half of the fitted maximal effect; on the % scale 0 is the no-effect control and ±100 the full control effect; nearly all actives have a fitted effect of over 60% in size
Target sequence (P07378 whole entry, looked up): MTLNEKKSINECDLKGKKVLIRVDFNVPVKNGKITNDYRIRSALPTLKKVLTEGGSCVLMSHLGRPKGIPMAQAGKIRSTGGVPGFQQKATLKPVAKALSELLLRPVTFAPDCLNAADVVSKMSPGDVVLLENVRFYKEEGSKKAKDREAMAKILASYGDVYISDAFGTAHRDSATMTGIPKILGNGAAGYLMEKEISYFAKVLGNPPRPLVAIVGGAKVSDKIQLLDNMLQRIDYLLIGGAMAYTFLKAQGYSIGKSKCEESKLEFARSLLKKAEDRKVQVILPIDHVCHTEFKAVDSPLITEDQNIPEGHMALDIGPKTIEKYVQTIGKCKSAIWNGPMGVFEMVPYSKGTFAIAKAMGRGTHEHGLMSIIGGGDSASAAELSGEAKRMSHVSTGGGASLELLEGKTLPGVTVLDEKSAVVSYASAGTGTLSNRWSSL
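Luminescent ATP detection (Kinase-Glo Plus) follows a 60-minute room-temperature incubation, with wells lacking PGK as controls. Buffer: 100 mM TEA (pH 7.6), 5 mM MgCl2, 0.01% Tween-20. Coupling enzyme GAPDH (100 nM final) supplies unstable 1,3-BPG in-well.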
HP1b chromo inh: HP1-beta chromodomain-methylated histone interaction inhibition; P83916; AID 540317; Potency, µM (titrated, usually from 114 µM), for inactives: top-dose activity change, negative = inhibition, most hits filed as inhibitors; 390,000 compounds, 0.56% hits; AlphaScreen HP1-beta / biotin-H3K9me3 peptide binding; further: potency means the concentration at half of the fitted maximal effect; nearly all actives have a fitted effect of over 70% in size; inactives centre near 23
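HP1-beta protein (50 nM final) preincubated 30 min at room temperature with biotinylated H3(1-18)K9me3 peptide (50 nM) in PBS pH 7.4, 0.01% Tween-20, then compound added for 30 min. AlphaScreen streptavidin donor/nickel chelate acceptor beads (10 ug/mL final), 30 min dark, luminescence read.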
PI4K2A block: inhibitors of human PI4K2A | activity change, negative = inhibition, % at 76.9 µM | 420,000 compounds, 0.13% hits | purified PI4K2A, ADP-Glo luminescence, 1 h; active compounds read low | Q9BTU6; in the data active means activity change below about -50%; inconclusive means mostly about -30% to -49%;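 further: -100% = wells without enzyme as full effect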
Target sequence (Q9BTU6 whole entry, looked up): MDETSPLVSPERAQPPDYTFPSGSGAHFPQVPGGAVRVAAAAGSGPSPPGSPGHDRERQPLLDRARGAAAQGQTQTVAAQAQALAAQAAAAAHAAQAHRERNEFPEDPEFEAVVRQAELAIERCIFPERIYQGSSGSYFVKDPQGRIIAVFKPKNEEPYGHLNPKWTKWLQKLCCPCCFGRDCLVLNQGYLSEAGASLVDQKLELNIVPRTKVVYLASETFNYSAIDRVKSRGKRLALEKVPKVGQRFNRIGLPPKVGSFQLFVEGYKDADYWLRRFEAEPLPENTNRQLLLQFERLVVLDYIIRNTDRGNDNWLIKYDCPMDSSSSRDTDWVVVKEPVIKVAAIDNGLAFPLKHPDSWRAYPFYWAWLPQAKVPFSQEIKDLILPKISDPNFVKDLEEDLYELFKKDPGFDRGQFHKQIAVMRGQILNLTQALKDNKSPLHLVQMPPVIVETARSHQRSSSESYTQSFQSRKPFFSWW
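Compounds are screened against recombinant PI4K2A using PI as substrate and ATP, the latter dispensed at 300 microM. Reactions run one hour at ambient temperature before ADP-Glo detection; full inhibition defined by wells lacking enzyme.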
G9a inh: blocks human histone lysine methyltransferase G9a; Q96KQ7; G9a H3K9 monomethylation, AlphaScreen, 2 h; Potency, µM (titrated, usually from 102 µM), for inactives: at the highest dose activity, negative = inhibition, hits mostly inhibitors; 350,000 compounds, 8.8% hits; AID 504332; further: potency means the concentration at half of the fitted maximal effect; on the % scale 0 is the no-effect control and ±100 the full control effect; nearly all actives have a fitted effect of over 75% in size
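Readings reflect AlphaScreen signal from monomethyl-H3K9 antibody detection. HMT at 20 nM; substrate b-H3K9 500 nM; cofactor SAM 20 uM; 2 h RT reaction; compounds tested as titrations in qHTS with 15 min preincubation.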
* marks the source's active call; other numbers are inactive results; i = inactive; ? = inconclusive; . = not tested or not shown; & = joins results of further samples; [ ] = another dose, or the depositor's remark. Unless noted, the call rests on the fitted dose curve; in most records, active means well fitted curve in the direction sought with a large enough effect; inconclusive means small, poorly fitted or top-dose-only effect, or another doubt; inactive means no such curve, though single readings can be large; an effect the other way counts as inactive or inconclusive. Only part of the results is shown (hit frequency here may not be typical).

SMILES	BAZ2B inh	POLH inh	Pin1 inh	GLS inh	JMJD2A Tudor	PGK inhibitor	HP1b chromo inh	PI4K2A block	G9a inh
O=C1CC(=O)Nc2cc(S(=O)(=O)Nc3ccc(F)cc3Cl)ccc2N1	-3%&2%	-9%&-20%	-4%&-2%	-5%&1%	-18%&-4%	-4%&-8%	41%&58%[activator]	6&2	-4%
O=C(c1cc(-c2cccnc2)nc2ccccc12)N1CCCc2ccccc21	?	-4%	-2%	-1%	-31%	12%	-3%	-8	18%[59 µM]
C/C(=N\NC(=S)NCC(C)(C)C)c1cc(F)cc(F)c1O	7.1µM*	-4%	?	0%	-25%	6%	9%	-1	-1%
O=C(C1CCC1)N1CCc2cc(S(=O)(=O)Nc3ccc4c(c3)OCO4)ccc21	-5%	4%	1%	0%	-25%	5%	5%	-1	9%[59 µM]
CCOC(=O)c1ccccc1NC(=O)N[C@@H](C)C(=O)OC	1%	-4%	-8%	?	-5%	-8%	23%	2	-3%[12.7 µM]
CCn1ncc(NC(=S)Nc2ccc3c(c2)OCO3)c1C(N)=O	-32%	-5%	-3%	2%	-3%	-2%	-11%	-4	20µM*
O=C(Oc1ccc2ccc(=O)oc2c1)c1ccccc1	-2%	-13%	5%	2%	4%	i	61%[activator]	11	.
COc1cccc(N2CCN(C(=O)c3cc(C)oc3C)CC2)c1	-1%	-1%	-4%	13%	-27%	-6%	-8%	3	?
COc1cccc(CN2CC(C(=O)NCCCn3ccnc3C)CCC2=O)c1 (centres undefined)	7%	-11%	-4%	-3%	-6%	-6%	12%	-3	47%
Cc1cccc(C)c1NC(=O)CN1C(=O)N(C)Cc2ccccc21	-26%	-11%	-13%	-1%	-12%	i	82%[activator]	0	-25%
CC(C)c1ccc(OCC(=O)N2CCN(C(=O)c3ccco3)CC2)cc1	-9%	-12%	1%	-2%	-4%	-3%	26%	1	?
CN(CC(=O)OCC(N)=O)S(=O)(=O)c1ccc(Cl)cc1	.	-8%	-7%	-5%	-10%	-6%	26%	-1	5%
CCC(CO)Oc1cc(NC(=O)c2cccc(Cl)c2)c2ncn(C(C)C)c2c1 (centres undefined)	79µM*	-13%	-4%	-17%	?	-3%	26%	-5	10%[0.501 µM]
Nc1ccc(C(=O)N2N=C(c3ccc(F)cc3)CC2(O)C(F)(F)F)cc1 (centres undefined)	2%	-9%	2%	1%	-16%	10%	36%	-1	16%
O=C(CCCc1ccccn1)c1cccc2ccccc12	.	5%	1%	-13%	8%	-9%	20%	-8	.
O=C1CSc2ccc(C(=O)N3CCCCC3)cc2N1	.	2%	.	-12%	.	-4%	.	-1	.
CCN(CC)CCNC(=O)c1sc2nc(C)cc(C)c2c1-n1cccc1	-14%	-4%	3%	12%	-19%	-9%	15%	0	-17%[59 µM]
COc1ccc(Cl)cc1NC(=O)c1nnn(CC(=O)Nc2cc(C)cc(C)c2)c1N	-27%	-1%	50%[activator]	3%	1%	3%	28%	-1	10%
CCC1CCCCN1C(=O)Cn1c(=O)n(-c2ccccc2C(F)(F)F)c(=O)c2c(C)c(C(=O)N(C)C)sc21 (centres undefined)	5%	-15%	-10%	4%	2%	-1%	26%	-2	9%[59 µM]
CCC1CN(C(=O)N2CCC(C(=O)NCc3ccc(N(C)C)cc3)CC2)c2ccccc2O1 (centres undefined)	-34%	-11%	-2%	19%	-21%	i	35%	-6	-29%[59 µM]
CCOC(=O)c1c(C)[nH]c(C)c1S(=O)(=O)N1CCC(C(=O)NCc2ccc(C)cc2)CC1	-14%	-15%	3%	-1%	-17%	-6%	4%	-3	-8%[59 µM]
O=C1S/C(=C/c2ccccc2)C(=O)N1CC(O)Cn1c2ccccc2c2ccccc21 (centres undefined)	-9%	-16%	14%	-2%	0%	-9%	35%	1	-1%[59 µM]
COC(=O)CSc1nc2ccc(N)cc2s1	-16%	-3%	-4%	0%	-18%	-7%	26%	-2	18µM*
CCOc1ccccc1NC(=O)C(C)Sc1cc(-c2ccccc2)nc(C)n1 (centres undefined)	46%[activator]	-19%	1%	5%	60%[activator]	-6%	124%[activator]	1	59%[activator][59 µM]
Cc1cccc(NC(=S)N(CCCN2CCOCC2)Cc2cn(C)c3ccccc23)c1	?	-6%	5%	11%	?	-8%	-19%	4	?
CC1(C)CC(=O)C2=C(C1)Nc1ccccc1NC2	-13%	6%	1%	14%	-3%	-2%	52%[activator]	-1	7%
Nc1ccc(C(=O)Nc2ccc(Nc3ccncc3)cc2)c([N+](=O)[O-])c1	.	-8%	.	24%	.	-3%	.	1	.
O=C(Nc1ccc(F)cc1)c1ncn(-c2ccccc2)n1	2%	-10%	1%	15%	4%	-4%	28%	-3	-2%[59 µM]
COc1cccc(C(C(=O)NC2CCCCC2)N(CCN2CCOCC2)C(=O)C2COc3ccccc3O2)c1 (centres undefined)	5%	5%	8%	4%	-10%	3%	11%	5	12%[0.501 µM]
COCCN(C(=S)Nc1cc(C)cc(C)c1)C(C)c1ccco1 (centres undefined)	-22%	-2%	4%	-3%	-13%	-18%	9%[57 µM]	9	-6%[59 µM]
O=C(NCCN1CCOCC1)NC1(C(F)(F)F)Oc2ccc(Cl)cc2O1 (centres undefined)	2%	-11%	1%	?	40µM*	-6%	34%	-7	10µM*
CCOc1ccc2[nH]c(S(=O)(=O)CC)nc2c1Cl	-3%	-3%	-5%	-3%	-8%	0%	44%	-2	-42%[59 µM]
O=C(Oc1ccccc1N1C(=O)C2CC=CCC2C1=O)c1ccc(Br)cc1 (centres undefined)	-1%	-18%	7%	11%	-1%	-4%	1%	-6	?
COC(=O)C1=CN(Cc2ccc(OC)cc2)C=C(C(=O)OC)C1c1cccs1	56%[activator]	-22%	-2%	-2%	72%[activator]	i	104%[activator]	5	.
Cn1c(-c2ccsc2)c(-c2cccs2)c2cc(-c3cccc4[nH]ccc34)ccc21	-5%	-19%	23%	2%	-32%	-3%	13%	-1	-5%[0.501 µM]
Cc1c(C(=O)N2CCCCC2)c(S(=O)(=O)N2CCN(c3ccccc3F)CC2)c(C)n1C	?	?	-1%	1%	-27%	0%	40%[activator]	10	-5%[59 µM]
Cc1nnc(SCC(=O)NNC(=O)c2ccccc2)n1-c1ccccc1	8%	-17%	0%	5%	50µM*	-3%	28%	-6	-44%[59 µM]
O=C(CN1CCN(c2ccc(O)cc2)CC1)NC(c1ccccc1)c1ccccc1	?	7%	-1%	41%[activator]	50µM*	-1%	?	-5	7.9µM*
COc1ccc(OCc2nnc(SCC(=O)Nc3ccccc3Cl)o2)cc1	0%	-18%	-1%	?	11%	1%	34%	-1	-2%
COc1ccc([N+](=O)[O-])cc1NCC(=O)Nc1cccc(S(=O)(=O)N2CCCC2)c1	-19%	-14%	9%	2%	-26%	0%	15%	3	?

Quoted at random: 2 records from the list.
SMILES	BAZ2B inh	POLH inh	Pin1 inh	GLS inh	JMJD2A Tudor	PGK inhibitor	HP1b chromo inh	PI4K2A block	G9a inh
Nc1ccc(C(=O)Nc2ccc(Nc3ccncc3)cc2)c([N+](=O)[O-])c1	.	-8%	.	24%	.	-3%	.	1	.
CCN(CC)CCNC(=O)c1sc2nc(C)cc(C)c2c1-n1cccc1	-14%	-4%	3%	12%	-19%	-9%	15%	0	-17%[59 µM]

Continued:
SMILES	BAZ2B inh	POLH inh	Pin1 inh	GLS inh	JMJD2A Tudor	PGK inhibitor	HP1b chromo inh	PI4K2A block	G9a inh
CCc1nnc(NC(=O)CSc2nnc(-c3ccc(S(=O)(=O)N4CCCC4)cc3)n2CC)s1	28%	-6%	1%	21%	-5%	2%	35%	-2	12%[59 µM]
CCOCCCNC(=O)C(NC(=O)c1ccccc1O)c1ccccc1 (centres undefined)	-4%	-13%	10%	19%	-20%	-8%	-20%	1	2%
O=C(CSc1ccc(-c2ccco2)nn1)NCc1ccccc1Cl	1%	-18%	-3%	0%	-4%	1%	37%	0	?
COCCn1c(C)cc(O)c(C(c2ccc(Cl)cc2)N2CCN(c3ccccc3)CC2)c1=O (centres undefined)	4%	4%	1%	39%[activator]	-8%	9%	29%[57 µM]	-1	?
O=C(Nc1ccccc1Cl)N1CCN(c2ccc3nncn3n2)CC1	-3%	-2%	0%	5%	-12%	-8%	11%	0	-11%
CCOC(=O)c1cccc(NC(=O)N2CC=C(c3c[nH]c4ccccc34)CC2)c1	-35%	0%	?	?	-32%	-9%	-15%	1	-51%[59 µM]
O=C(COC(=O)c1cccc(S(=O)(=O)N2CCCCCC2)c1)NCc1ccc(Cl)cc1	22%	2%	-2%	10%	-12%	-9%	22%	-4	-23%
Cc1nc(C)n(CCNS(=O)(=O)c2ccccc2)n1	1%	-4%	-5%	-13%	-8%	-1%	-2%	2	-10%
Cc1ccc(-c2ccc(CCC(=O)O)n2NC(=O)c2cccs2)cc1	11µM*	4%	2%	-3%	-16%	4%	10%	2	?
Cc1cc(C)n2nc(C(=O)OCC(=O)c3cc(C)n(C)c3C)nc2n1	50µM*	14µM*	-4%	?	56µM*	-14%	-6%	1	45µM*
COc1ccc(/C=C\c2onc(C)c2S(=O)(=O)N2CCC(C(=O)NCc3ccco3)CC2)cc1	-16%	-14%	-1%	-1%	-9%	1%	30%	-12	?
CCOC(=O)/C(=N\Nc1cc(Cl)ccc1Cl)N1CCN(CC)CC1	-36%	-23%	3%	13%	-30%	-2%	2%	-2	?
Cc1cc2ccc(C)c(C)c2nc1SCC(=O)c1cccs1	28%	-10%	?	11%	20%	5%	86%	3	97%[activator][59 µM]
Cc1ccc(S(=O)(=O)NCC(=O)NCC(=O)OCC(=O)NC(=O)NC(C)(C)C)cc1C	-9%	-25%	-1%	10%	-4%[57.1 µM]	3%	47%[activator]	1	2%
